Screening data as filed in PubChem.
B2AR arrestin: recruits beta-arrestin to the human beta2-adrenergic receptor; P07550; beta-arrestin recruitment to beta2AR, cell-based reporter; AID 492947; Potency, µM (top dose mostly 46.1 µM), for the others: top-dose activation, most hits filed as activators; actives 0.02% (n = 330,000);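 further: potency means the concentration at half of the fitted maximal effect; 0% = DMSO controls and full agonism = EC100 isoproterenol or metaproterenol; nearly all actives have a fitted effect of over 65% in size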
Tb PFK block: inhibitors of T. brucei phosphofructokinase; T. brucei PFK, ADP-Glo luminescence; Potency, µM (titrated, usually from 57.5 µM), inactives show at the top dose activity, negative = inhibition, actives largely listed as inhibitors; actives 0.17% (n = 330,000); AID 485367;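 further: potency means the concentration at half of the fitted maximal effect; 0% = uninhibited 1x PFK enzyme wells and -100% = no-enzyme wells; nearly all actives have a fitted effect of over 60% in size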
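1.25 nM PFK with 0.5 mM F6P and 0.1 mM ATP in 0.1 M TEA pH 8.0, 5 mM MgCl2, incubated 45 min at room temperature; ADP measured by ADP-Glo luminescence; compounds titrated up to 57 uM.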
PTAP TSG101 blk: blocks PTAP/TSG101 interaction to inhibit HIV-1 budding; Q99816; Fluorescence polarization, FITC-PTAP peptide / Tsg101 binding; Potency, µM (doses to about 115 µM), without a hit: at the top dose activity change, negative = inhibition, hits mostly inhibitors; 340,000 tested, under 10 active; AID 493005; active means well fitted inhibition curve with a large enough effect in the main read-out, with a control signal flat, not every such curve was filed as active; inconclusive means small, poorly fitted or top-dose-only effect, or effect the other way, or a change in a side signal; inactive means no such curve, though single readings can be large or run the other way; further: potency means the concentration at half of the fitted maximal effect; % of control where 0% means no effect
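FP read-out: FITC-PTAP peptide, 50 nM final, binding Tsg101 binding domain, 10 uM final; 20 min, r.t.; 10 mM HEPES pH 7.5, 0.15 M NaCl, 0.01% Tween 20, 3 mM EDTA, 0.1 mM TCEP.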
PKM2 activator: PKM2 (human) enzyme activation; purified PKM2, Kinase-Glo ATP luminescence, activation; response scale: 0% is enzyme alone, no compound; Potency, µM (titrated, usually from 57.5 µM), without a hit: at the top dose activation, most hits filed as activators; actives 0.34% (n = 260,000); P14618; AID 1631; further: potency means the concentration at half of the fitted maximal effect; on the % scale 0 is the no-effect control and ±100 the full control effect; nearly all actives have a fitted effect of over 55% in size
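Purified hPK-M2 (>95% pure) converted ADP (0.1 mM final) to ATP with 0.5 mM PEP in 50 mM imidazole pH7.2, KCl, MgCl2, Tween 20, BSA; 1 h at room temperature. ATP detected by Kinase-Glo luminescence.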
BCR signal inh: chronic active BCR signaling inhibition; ABC-DLBCL IkBa-CBG/CBR reporter, luminescence ratio, 4 h; Potency, µM (highest dose often 46.1 µM), for inactives: at the top dose ratio change, negative = lower green/red ratio, actives largely listed as inhibitors; actives 0.05% (n = 340,000); AID 493014; active means well fitted inhibition curve with a large enough effect in the signal ratio, with a control signal flat, not every such curve was filed as active; inconclusive means small, poorly fitted or top-dose-only effect, or effect the other way, or a change in a side signal; the % refers to the signal ratio;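 further: potency means the concentration at half of the fitted maximal effect; plate controls were basal doxycycline-induced cells for no effect and cells given 10 µM MG132 for full effect; MG132 reads +100%, hits lower the ratio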
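Doxycycline induced both beetle luciferases in TMD8 lymphoma cells; IKK-driven degradation limits the IkappaBalpha-fused green signal, while red luminescence normalises for cell number and nonspecific effects. Compounds tested up to 46 uM, 4 hrs.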
Menin-MLL TR inh: inhibitors of human menin-MLL interaction, mutant MLL peptide; O00255; Menin + Texas Red MLL mutant peptide, fluorescence polarization; Potency, µM (top dose mostly 61.6 µM), for the others: top-dose FP activity change, negative = inhibition, actives largely listed as inhibitors; actives 0.23% (n = 270,000); AID 1768; active means well fitted inhibition curve with a large enough effect in the polarisation, with a control signal flat, not every such curve was filed as active; inconclusive means small, poorly fitted or top-dose-only effect, or effect the other way, or a change in a side signal; inactive means no such curve, though single readings can be large or run the other way; the % refers to the polarisation; further: potency means the concentration at half of the fitted maximal effect; % of control where 0% means no effect; many of its hits are not listed in these tables
Target sequence (O00255 whole entry, looked up): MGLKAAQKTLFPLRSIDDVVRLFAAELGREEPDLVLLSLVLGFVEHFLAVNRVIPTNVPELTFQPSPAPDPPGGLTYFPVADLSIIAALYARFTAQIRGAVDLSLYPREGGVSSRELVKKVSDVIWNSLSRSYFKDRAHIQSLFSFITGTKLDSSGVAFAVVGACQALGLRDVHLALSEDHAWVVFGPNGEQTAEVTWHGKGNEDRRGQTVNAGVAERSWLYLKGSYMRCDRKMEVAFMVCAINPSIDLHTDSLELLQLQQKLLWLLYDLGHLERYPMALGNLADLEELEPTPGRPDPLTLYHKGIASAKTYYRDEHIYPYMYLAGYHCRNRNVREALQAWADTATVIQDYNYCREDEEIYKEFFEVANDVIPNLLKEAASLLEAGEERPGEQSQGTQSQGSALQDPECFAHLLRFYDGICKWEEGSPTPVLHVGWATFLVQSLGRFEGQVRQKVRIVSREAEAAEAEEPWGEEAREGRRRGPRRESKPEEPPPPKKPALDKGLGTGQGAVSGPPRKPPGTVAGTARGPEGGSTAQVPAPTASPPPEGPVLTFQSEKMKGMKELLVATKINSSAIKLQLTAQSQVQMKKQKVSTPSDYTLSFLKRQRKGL
Giardia killer: Giardia lamblia killing; Giardia lamblia trophozoite viability; activity change, % at 7.66 µM, hits read low; actives 0.15% (n = 340,000); AID 540267; in the data active means activity change below about -80%; inconclusive means between about -30% and that limit;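 further: parasites exposed to compound for two days anaerobically before the ATP read; on the % scale 0 is the no-effect control and ±100 the full control effect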
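Giardia lamblia trophozoites (100 cells/well) were incubated with compounds for 48 h at 37 deg C under anaerobic conditions. Viability was read as ATP content by one-step luminescence after 15-30 min at room temperature.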
Coupling enz: counter-screen for Giardia aldolase inhibitors: coupling enzyme system. coupling enzyme system counterscreen, AmpLite Red fluorescence. activity change, negative = inhibition, % at 58.2 µM, hits read low. actives 0.67% (n = 290,000); in the data active means activity change below about -30%; further: on the % scale 0 is the no-effect control and ±100 the full control effect
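Fluorescence at 525 nm excitation and 598 nm emission measured inhibition of the coupled detection system without aldolase. Compounds (at 57.5 uM final) were preincubated 10 min at room temperature with coupling enzyme reagent before a 20 min substrate/AmpLite Red step.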
GALK inh: inhibitors of human galactokinase; Potency, µM (titrated, usually from 57.5 µM), for the others: at the highest dose activity change, negative = inhibition, hits mostly inhibitors; P51570; actives 0.007% (n = 270,000); Purified GALK, Kinase-Glo residual ATP luminescence; further: potency means the concentration at half of the fitted maximal effect; on the % scale 0 is the no-effect control and ±100 the full control effect
Target sequence (P51570 whole entry, looked up): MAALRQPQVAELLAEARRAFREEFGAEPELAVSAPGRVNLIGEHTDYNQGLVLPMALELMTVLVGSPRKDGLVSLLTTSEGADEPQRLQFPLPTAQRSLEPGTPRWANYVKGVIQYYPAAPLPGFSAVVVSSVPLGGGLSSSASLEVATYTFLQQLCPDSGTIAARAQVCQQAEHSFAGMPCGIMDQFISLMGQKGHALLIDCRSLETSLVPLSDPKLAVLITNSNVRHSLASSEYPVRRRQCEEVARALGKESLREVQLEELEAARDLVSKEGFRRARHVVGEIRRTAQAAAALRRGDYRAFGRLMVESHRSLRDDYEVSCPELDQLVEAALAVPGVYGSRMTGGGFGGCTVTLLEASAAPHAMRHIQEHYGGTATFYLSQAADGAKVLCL
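Human GALK (5 nM) with 35 uM ATP and 100 uM galactose in 20 mM HEPES pH 8.0, 5 mM MgCl2, 60 mM NaCl, 1 mM DTT, 0.01% BSA. After 1 h at room temperature, leftover ATP was read by Kinase-Glo Plus luminescence.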
S-ASM inh: inhibitors of human secretory acid sphingomyelinase; AID 504937; placental ASM, HMU-PC fluorogenic substrate, 60 min; actives 0.006% (n = 340,000); Potency, µM (titrated, usually from 57.5 µM), for inactives: at the highest dose activity change, negative = inhibition, usual class: inhibitors; further: potency means the concentration at half of the fitted maximal effect
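Fluorogenic HMU-PC substrate (9 uM final) is turned over by placental ASM in 60 min at 37 C after a 10 min compound preincubation. Reaction ended by alkaline stop (pH 10), with fluorescence read at 386/447 nm.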
Integrin act MD: integrin-mediated muscular dystrophy alleviation activation; Potency, µM (highest dose often 38.3 µM), for the others: at the top dose activation, actives largely listed as activators; actives 0.064% (n = 350,000); alpha7betagal myoblasts, beta-gal FDG fluorescence, 48 h;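 further: potency means the concentration at half of the fitted maximal effect; 100% = response of the positive control SU9516; nearly all actives have a fitted effect of over 60% in size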
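alpha7betagal+/- myoblasts (passage 13, 250/well) treated 48 h at 37C with compounds at 1:260 dilution of DMSO stock. Lysed, then beta-galactosidase activity read as FDG fluorescence (ex 480/em 540) after 30 min, with pre-read for autofluorescence.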
The depositor's hits bear a star; & = joins results of further samples; [ ] = another dose, or the depositor's remark. Unless noted, the call rests on the fitted dose curve; in most records, active means well fitted curve in the direction sought with a large enough effect; inconclusive means small, poorly fitted or top-dose-only effect, or another doubt; inactive means no such curve, though single readings can be large; an effect the other way counts as inactive or inconclusive. The list is partial (hit frequency here may not be typical).

For COC(=O)CCCC1=CC2=CC(=O)C(C)(OC(=O)c3cccs3)C(=O)C2=CN1Cc1ccco1 (stereo unspecified) the results were B2AR arrestin -0.6%, Tb PFK block -4%, PTAP TSG101 blk -1%, PKM2 activator 1%[11.5 µM], BCR signal inh 5%, Menin-MLL TR inh -24%[11.7 µM], Giardia killer 3, Coupling enz -11&-17, GALK inh -3%, S-ASM inh 5% and Integrin act MD 3%.
For Cc1ccc(S(=O)(=O)N2CCC(C(=O)OCc3ccccc3)CC2)cc1C the results were B2AR arrestin -0.2%, Tb PFK block 7%, PTAP TSG101 blk -2%, BCR signal inh 1%, Giardia killer -28, S-ASM inh -1% and Integrin act MD -2%.
Screening COc1cccc(NC(=O)c2ccc3c(c2)N(CC(=O)N2CCOCC2)C(=O)C(C)(C)O3)c1 returned B2AR arrestin -0.3%, Tb PFK block -1%, PTAP TSG101 blk 2%, BCR signal inh inconclusive, Menin-MLL TR inh -11%, Giardia killer 5, Coupling enz 0, GALK inh -2%, S-ASM inh 2% and Integrin act MD -19%.
Screening NC(=O)N/N=C/c1cccc(OCc2ccc(F)cc2)c1 returned B2AR arrestin -0.2%, Tb PFK block 1%, PTAP TSG101 blk 0%, PKM2 activator -4%, BCR signal inh -3%, Menin-MLL TR inh 14%, Giardia killer 18, Coupling enz -2, GALK inh 10%, S-ASM inh -1% and Integrin act MD -10%.
`Cc1cccc2c1nc(-c1ccccc1)n1nnnc21` gave B2AR arrestin 0.0%, Tb PFK block -2%, PTAP TSG101 blk -2%, PKM2 activator 0%, BCR signal inh 2%, Menin-MLL TR inh inconclusive, Giardia killer 0, Coupling enz 3, GALK inh 3%, S-ASM inh 5% and Integrin act MD -13%[7.66 µM].
CCCN(CC(=O)Nc1ccccc1OC)C(=O)c1nc2nc(C)ccn2n1 was read as B2AR arrestin -0.4%, Tb PFK block 0%, PTAP TSG101 blk -4%, BCR signal inh 1%, Giardia killer -12, S-ASM inh 3% and Integrin act MD 10%.
Screening O=S(=O)(c1cc(Cl)ccc1Cl)N1CCCC1 returned B2AR arrestin -0.7%, Tb PFK block 7%, PTAP TSG101 blk 0%, PKM2 activator -2%, BCR signal inh inconclusive, Menin-MLL TR inh -2%, Giardia killer 4, Coupling enz 0, GALK inh 4%, S-ASM inh 2% and Integrin act MD 13%.
Screening COCCCn1c(=O)c2sccc2n(Cc2cccc(C)c2)c1=O returned B2AR arrestin -0.2%, Tb PFK block 1%, PTAP TSG101 blk -1%, PKM2 activator 14%, BCR signal inh 0%, Menin-MLL TR inh -2%, Giardia killer -12, Coupling enz 0, GALK inh 4%, S-ASM inh -1% and Integrin act MD -37%.
`Fc1ccc(C(c2nnnn2Cc2cccs2)N2CCN(c3ccccc3)CC2)cc1` (stereo unspecified) gave B2AR arrestin -0.2%, Tb PFK block -1%, PTAP TSG101 blk -4%, PKM2 activator -8%, BCR signal inh 2%, Menin-MLL TR inh -10%, Giardia killer -11, Coupling enz -1, GALK inh -5%, S-ASM inh -3% and Integrin act MD 0%.
For CCCOc1nc2c(c(=O)n(C)c(=O)n2C)n1CCC the results were B2AR arrestin -1.1%, Tb PFK block -2%, PTAP TSG101 blk -5%, PKM2 activator -4%, BCR signal inh inconclusive, Menin-MLL TR inh 1%, Giardia killer 27, Coupling enz 4, GALK inh 2%, S-ASM inh -5% and Integrin act MD -6%.
For CC(C)CNS(=O)(=O)c1ccc2c(c1)OCCO2 the results were B2AR arrestin 0.3%, Tb PFK block -1%, PTAP TSG101 blk -8%, PKM2 activator -3%, BCR signal inh 16%, Menin-MLL TR inh 2%, Giardia killer -16, Coupling enz 3, GALK inh -2%, S-ASM inh 2% and Integrin act MD 1%.
For Cc1cccc(-n2nnnc2SCC(=O)NCCN2C(=O)CSC2=O)c1 the results were B2AR arrestin -0.2%, Tb PFK block 0%, PTAP TSG101 blk -3%, PKM2 activator 3%, BCR signal inh 3%, Menin-MLL TR inh 12%, Giardia killer -8, Coupling enz 0, GALK inh 6%, S-ASM inh 0% and Integrin act MD -3%.
Screening CSc1nc(Sc2ccccc2Cl)c2ccccc2n1 returned B2AR arrestin -0.5%, Tb PFK block 0%, PTAP TSG101 blk -4%, PKM2 activator 2%, BCR signal inh inconclusive, Menin-MLL TR inh 0%, Giardia killer 1, Coupling enz 0, GALK inh 0%, S-ASM inh 5% and Integrin act MD -31%.
Screening Cc1cc(C)c(C(=O)CSc2nc(C)cc(=O)[nH]2)c(C)c1 returned B2AR arrestin -2.2%, Tb PFK block -5%, PTAP TSG101 blk 0%, PKM2 activator -1%, BCR signal inh inconclusive, Menin-MLL TR inh -11%, Giardia killer -19, Coupling enz 0, GALK inh -6%, S-ASM inh 2% and Integrin act MD 0%.
`CCC(C)N(C(=O)c1csnn1)C(C(=O)NCc1ccc(F)cc1)c1ccccc1F` (stereo unspecified) gave B2AR arrestin -0.8%, Tb PFK block 0%, PTAP TSG101 blk -8%, PKM2 activator -2%, BCR signal inh -2%, Menin-MLL TR inh -2%, Giardia killer -11, Coupling enz 5, GALK inh 13%, S-ASM inh 2% and Integrin act MD 16%.
For CNC(=O)c1c(NC(=O)C2=COCCO2)sc(C)c1C the results were B2AR arrestin 0.4%, Tb PFK block 0%, PTAP TSG101 blk 0%, BCR signal inh -2%, Giardia killer -23, S-ASM inh 0% and Integrin act MD -9%.
`Cc1cccc(Nc2nnc(SCC(=O)Nc3ccc(C(=O)O)cc3)s2)c1` gave B2AR arrestin 0.0%, Tb PFK block 9%, PTAP TSG101 blk 0%, PKM2 activator -16%, BCR signal inh inconclusive, Menin-MLL TR inh 3%, Giardia killer -11, Coupling enz 7, GALK inh -1%, S-ASM inh -1% and Integrin act MD 7%.
CC1(C)Oc2ccc3ccc(=O)oc3c2/C(=N/O)C1=O was read as B2AR arrestin -0.3%, Tb PFK block 0%, PTAP TSG101 blk -2%, BCR signal inh 2%, Menin-MLL TR inh -18%, Giardia killer -9, Coupling enz 1, S-ASM inh 152%[activator] and Integrin act MD -30%.
O=C(CN1C(=O)CCS(=O)(=O)c2ccccc21)Nc1ccc2c(c1)OCCO2 was read as B2AR arrestin -0.9%, Tb PFK block 2%, PTAP TSG101 blk -3%, PKM2 activator 0%, BCR signal inh -6%, Menin-MLL TR inh -1%, Giardia killer 9, Coupling enz 0, GALK inh -2%, S-ASM inh 0% and Integrin act MD 12%.
For Cc1ccc(CONC(=O)c2cccc([N+](=O)[O-])c2)cc1 the results were B2AR arrestin 0.0%, Tb PFK block 1%, PTAP TSG101 blk 1%, BCR signal inh -2%, Giardia killer -12, S-ASM inh -2% and Integrin act MD 21%.
`O=C(O)c1ccc(S(=O)(=O)N(Cc2cccs2)CC2CCCO2)cc1` (stereo unspecified) gave B2AR arrestin 0.2%, Tb PFK block 1%, PTAP TSG101 blk -11%, PKM2 activator 3%, BCR signal inh 15%, Giardia killer -3, Coupling enz 4, GALK inh -4%, S-ASM inh 8% and Integrin act MD 5%.
`COc1ccc(NC(=O)N(C)C[C@H]2Oc3ccc(NC(=O)NC4CCCCC4)cc3C(=O)N([C@H](C)CO)C[C@@H]2C)cc1` gave B2AR arrestin -1.1%, Tb PFK block -10%, PTAP TSG101 blk 1%, BCR signal inh 0%, Giardia killer 4, S-ASM inh -3% and Integrin act MD 2%.
c1ccc(-c2cn(C[C@H]3CC[C@@H]([C@@H]4CC[C@H](Cn5cc(-c6ccccn6)nn5)O4)O3)nn2)nc1 was read as B2AR arrestin -0.8%, Tb PFK block -1%, PTAP TSG101 blk 2%, PKM2 activator -8%, BCR signal inh 0%, Menin-MLL TR inh -7%, Giardia killer 2, Coupling enz -3, S-ASM inh 0% and Integrin act MD 4%.
